# FBW7 activator: activators of human E3 ligase FBW7 | Q969H0 | AlphaScreen FBW7–phospho-cyclin E peptide binding, activator screen | normalized activity (activation), % at 26.1 µM | hit rate 0.13% among 650,000; in the data active = normalized activity above about 1.9%;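 also: purified mutant Fbw7 with reduced substrate affinity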
# GPR151 activ: human GPR151 activation | PathHunter beta-arrestin GPR151 cells, luminescence | activation, % at 11.2 µM | hit rate 1% among 650,000; in the data active = activation above about 4.9%;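 also: 0% = median of compound wells and 100% = cells with positive control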
# Target sequence (Q8TDV0 whole entry, looked up): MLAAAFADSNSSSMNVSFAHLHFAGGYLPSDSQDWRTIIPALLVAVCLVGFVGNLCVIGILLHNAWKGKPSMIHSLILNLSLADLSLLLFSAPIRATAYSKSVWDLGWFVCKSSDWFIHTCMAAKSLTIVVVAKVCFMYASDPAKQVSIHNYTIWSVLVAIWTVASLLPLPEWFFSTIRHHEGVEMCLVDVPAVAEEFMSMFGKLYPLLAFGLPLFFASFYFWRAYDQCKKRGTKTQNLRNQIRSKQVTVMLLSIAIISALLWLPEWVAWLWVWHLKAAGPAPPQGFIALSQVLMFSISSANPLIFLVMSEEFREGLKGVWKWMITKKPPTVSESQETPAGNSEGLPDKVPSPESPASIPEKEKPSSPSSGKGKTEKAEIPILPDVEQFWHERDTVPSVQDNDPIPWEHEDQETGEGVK
# TEAD-YAP inh: TEAD-YAP interaction inhibition; AID 1259422; hit rate 1.4% among 640,000; HEK-TIYL cells, TEAD-Gal4/YAP UAS-luciferase luminescence; inhibition, % at 9.12 µM; in the data active = inhibition above about 32%;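 also: 0% = median of test compound wells and 100% = reference inhibitor wells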
# MITF inh: inhibitors of human MITF | AlphaScreen MITF homodimerization, bead proximity signal | AID 1259374 | O75030 | inhibition, % at 2.6 µM | hit rate 0.91% among 650,000; in the data active = inhibition above about 50%;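 also: 0% = vehicle wells with protein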
# Target sequence (O75030 whole entry, looked up): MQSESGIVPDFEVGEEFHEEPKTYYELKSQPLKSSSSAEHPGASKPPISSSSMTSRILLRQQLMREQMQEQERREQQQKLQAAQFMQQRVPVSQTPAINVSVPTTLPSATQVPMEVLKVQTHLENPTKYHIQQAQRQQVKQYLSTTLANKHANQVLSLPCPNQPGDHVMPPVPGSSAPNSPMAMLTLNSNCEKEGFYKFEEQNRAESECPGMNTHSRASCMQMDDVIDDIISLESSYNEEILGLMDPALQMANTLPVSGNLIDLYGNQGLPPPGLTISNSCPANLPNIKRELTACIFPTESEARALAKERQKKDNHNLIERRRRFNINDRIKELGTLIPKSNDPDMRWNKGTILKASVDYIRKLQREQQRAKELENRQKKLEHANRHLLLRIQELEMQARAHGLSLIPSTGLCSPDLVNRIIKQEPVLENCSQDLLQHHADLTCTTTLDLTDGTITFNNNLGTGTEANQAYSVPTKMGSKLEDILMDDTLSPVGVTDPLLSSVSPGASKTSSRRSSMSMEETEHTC
# * = called active by the depositor.
SMILES,FBW7 activator,GPR151 activ,TEAD-YAP inh,MITF inh
COCCOC(=O)c1c(C)oc2ccc(OC(=O)C3CC3)cc12,0.3,-0.4,-25.6,-2.2
COc1ccc(NC(=O)NCCCN2CCN(c3cc(C)ccc3C)CC2)cc1,-0.1,3.3,4.7,18.8
Nc1nc(NCc2ccccc2)cc(N2CCN(c3ccccn3)CC2)n1,0.0,-1.8,-5.5,11.6
CCOC(=O)c1cc(-c2ccccc2)sc1NC(=O)c1ccccc1OC,-0.1,-0.3,2.2,-7.1
COc1ccc(CCNC(=O)C2(c3cccs3)CCOCC2)cc1,-0.1,0.2,-9.1,0.7
Cc1cccc(N2CCN(C(=O)c3ccc4c(c3)NC(=O)CS4)CC2C)c1 (centres undefined),0.7,0.3,60.1*,15.8
COc1cccc(NC(=O)CSc2nc3cc(OC)c(OC)cc3cc2C#N)c1,-0.1,0.4,0.2,3.3
CC(Sc1nnc(-c2ccc(C(C)(C)C)cc2)o1)C(=O)Nc1nccs1 (centres undefined),-0.7,3.2,52.1*,49.9
C=CCOc1ccccc1C1C(C(=O)Nc2ccc(Cl)cc2)=C(C)Nc2ncnn21 (centres undefined),-0.1,1.4,1.4,5.0
Cc1noc(C)c1C(=O)N1CCN(Cc2ccco2)C[C@@H]1C(C)C,0.3,-0.5,6.8,21.3
CCOc1cc(C2Nc3ccccc3NC3=C2C(=O)CC(c2ccccc2)C3)ccc1OC(=O)C1CCCCC1 (centres undefined),0.1,0.4,5.1,4.3
COc1cccc(NC(=O)NC2(C(=O)NCc3cccs3)CCCCC2)c1,0.1,1.0,2.9,1.9
O=C(CCN1CCN(c2ccccn2)CC1)Nc1ccc(F)cc1,0.1,-0.3,-1.4,5.8
COc1c(O)ccc(/C=C2\SC(=S)NC2=O)c1[N+](=O)[O-],-0.3,-1.3,-5.4,4.2
COCCn1nnnc1C(c1ccccc1)N1CCN(c2cccc(C(F)(F)F)c2)CC1 (centres undefined),-0.1,-1.1,-2.7,0.2
O=c1oc2cc(O)ccc2cc1-c1nnc(NC2CCCCC2)s1,0.5,0.1,-8.1,18.5
CCN1CCN(Cc2nnnn2Cc2ccc(F)cc2)CC1,0.0,-1.3,-0.8,8.2
Clc1ccc(-c2cnc3ccc(NCc4ccc5c(c4)OCO5)nn23)cc1,0.7,-0.6,-8.6,0.0
CCNC(=O)Nc1cc2nc(C)n(Cc3ccc(Cl)cc3)c2nc1C,-0.1,0.0,2.6,16.5
CCOC(=O)Nc1ccc2c(c1)N(C(=O)CCN(C)C)c1ccccc1S2,-0.1,0.3,-13.8,-1.4
COCCCNC(=S)NNC(=O)c1ccc(-c2ccccc2)cc1,0.0,-2.0,6.8,-2.4
CC(C)c1ccc(C2CC(=O)Nc3cc4c(cc32)OCO4)cc1 (centres undefined),0.1,2.2,9.4,-0.5
CN(C)C(=O)C1C2NC(=S)N(c3ccc(F)cc3)C1(C)Oc1ccccc12 (centres undefined),0.0,-1.3,12.4,17.0
COc1cc(Cl)cc(/C=C2/NC(=O)N(Cc3ccc(Br)cc3)C2=O)c1O,0.0,-0.2,0.5,10.7
CCOc1cc(-c2ccc(OC)c(OC)c2)cc(=O)c2c(C)oc(C)c12,0.0,-0.1,8.0,-8.7
COCCN(C(=O)C1CC1)c1nnc(-c2ccccc2C)s1,0.2,0.4,-9.7,11.0
C=C(C)C(=O)OCC(=O)NCc1ccccc1,0.1,-1.9,1.3,-12.7
COc1cccc2c(S(=O)(=O)Nc3ccc(C(=O)O)cc3)ccnc12,-0.1,-1.5,-14.6,7.7
COc1ccccc1-c1cnn2c(NCc3ccc4c(c3)OCO4)ccnc12,0.7,-0.5,3.9,-6.8
CC(C)COc1ccc(C(=O)Nc2ccc(-c3nc4ccccc4o3)cc2)cc1,-0.2,0.2,4.9,-3.4
CC(=O)Nc1ccc(S(=O)(=O)NCc2ccc(C(=O)NC3CCCCC3C)cc2)cc1 (centres undefined),-0.1,-0.7,2.1,-2.9
Cc1ccc(C(=O)O)cc1-c1ccc(C=O)o1,0.1,1.3,17.5,8.7
O=P(O)(CCc1ccccn1)CN1CCCCC1,0.1,1.3,-0.9,11.2
Cc1nccn1C(=O)c1cc2c(=O)[nH]c3ccccc3c2s1,0.4,0.0,-9.6,2.5
CC1CCN(c2cc(C#N)c(C#N)cc2[N+](=O)[O-])CC1,-0.1,-0.6,4.7,5.9
CCCCNC(=O)C(=O)NC1CC1,0.0,0.3,-9.7,-6.7
Cc1cc(C)n2cc(CSc3nc(N)cc(=O)[nH]3)nc2n1,1.6,-0.6,4.6,17.2
Cc1cc(Br)ccc1NC(=O)c1sc2ncnc(N3CCN(c4ccccn4)CC3)c2c1C,0.1,-1.8,-8.0,5.7
COc1ccc2cc3c(N)c(C(=O)Nc4nc(C)cs4)sc3nc2c1,0.5,-1.0,-21.6,3.2
O=C(Cc1ccc2c(c1)OCO2)Nc1cc(Nc2ccccc2-c2ncn[nH]2)c(C(F)(F)F)cn1,1.0,-2.0,60.2*,12.0
COc1ccc(Cl)cc1C(=O)Nc1ccc(N2CCCCS2(=O)=O)cc1,-0.2,9.0*,-8.5,-6.4
CN1CCN(C(=O)c2ccc(-c3ccco3)nc2N2CCOCC2)CC1,0.2,-1.0,-4.0,18.2
Cc1nn(-c2cc(C)c3ccccc3n2)c2c1CCC2,-0.1,3.0,-5.5,7.7
O=C(CCC(F)(F)F)N1CCC(CO)(CCc2ccccc2)CC1,0.0,0.3,-7.3,-13.9
O=C(/C=C/c1cccs1)NCC1CCCO1 (centres undefined),0.0,0.2,-19.1,4.1
c1coc(-c2nnc(-c3cc4c(s3)CCCC4)o2)c1,0.0,-7.7,54.1*,-6.5
O=Cc1ccccc1OCCc1ccccc1,-0.1,0.6,-1.6,-1.2
CCCn1cnc2c(cnn2-c2cccc(C)c2C)c1=O,-0.3,-1.8,1.1,-7.5
COc1cc2ccccc2cc1C(=O)Nc1ccc2oc(-c3cc(Br)ccc3Cl)nc2c1,-0.2,-1.1,-1.5,-0.4
O=C(NCc1ccc(Cl)cc1)C1C2C=CC3(CN(Cc4cccnc4)C(=O)C13)O2 (centres undefined),-0.1,-0.7,-9.4,-5.9
CC(C)CNC(=O)CN(c1ccccc1)S(C)(=O)=O,0.0,0.0,0.1,-2.5
COc1ccc(C2(CC(=O)N(C)Cc3ccsc3)CC(=O)N(C3CCCC3)C2=O)cc1 (centres undefined),0.0,-0.3,-15.0,2.2
CCCCC(=O)Nc1ccc(N2CCCCC2)c(Cl)c1,0.1,1.0,-35.0,-4.4
CCOc1ccccc1-n1c(=S)sc2c(=O)n(-c3ccccc3C)c(SCC(=O)NCc3ccco3)nc21,-0.1,-0.7,-0.1,4.0
CC1CCC(NC(=O)[C@@H](NS(=O)(=O)c2ccc(Br)cc2)C(C)C)CC1 (some centres undefined),0.7,-0.1,-11.3,-3.1
COCCNC(=O)c1ccc2c(=O)n(CCOC)c(=O)[nH]c2c1,-0.1,0.9,8.0,0.1
COC(=O)c1ccc(C(=O)Nc2cc(Cl)c(Cl)cc2Cl)cc1N,0.7,-1.7,-5.7,16.8
CCN(Cc1ccccc1)S(=O)(=O)c1cc2[nH]c(=O)c(=O)[nH]c2cc1C,-0.1,0.6,5.5,0.6
CCOC(=O)c1c(-c2ccccc2)csc1NC(=O)CSc1ccccc1,0.0,1.0,2.4,-3.0
CN(C)c1ccc(C=Nc2ccc(NC(=O)CCC(=O)O)cc2)cc1,-0.2,1.7,8.0,19.1

# Among those listed so far, 2 contain a nitro group on carbon:
SMILES,FBW7 activator,GPR151 activ,TEAD-YAP inh,MITF inh
COc1c(O)ccc(/C=C2\SC(=S)NC2=O)c1[N+](=O)[O-],-0.3,-1.3,-5.4,4.2
CC1CCN(c2cc(C#N)c(C#N)cc2[N+](=O)[O-])CC1,-0.1,-0.6,4.7,5.9

# Looked up above.
# Cc1cc(C)n2cc(CSc3nc(N)cc(=O)[nH]3)nc2n1 | TEAD-YAP inh: 4.6
# COCCn1nnnc1C(c1ccccc1)N1CCN(c2cccc(C(F)(F)F)c2)CC1 (centres undefined) | FBW7 activator: -0.1
# COc1cccc2c(S(=O)(=O)Nc3ccc(C(=O)O)cc3)ccnc12 | GPR151 activ: -1.5
# COc1cccc(NC(=O)CSc2nc3cc(OC)c(OC)cc3cc2C#N)c1 | GPR151 activ: 0.4
# CC1CCC(NC(=O)[C@@H](NS(=O)(=O)c2ccc(Br)cc2)C(C)C)CC1 (some centres undefined) | MITF inh: -3.1

# The list goes on:
SMILES,FBW7 activator,GPR151 activ,TEAD-YAP inh,MITF inh
Cc1cc2n(n1)C(c1ccc3c(c1)OCO3)Nc1ccccc1-2 (centres undefined),0.0,0.6,-5.8,-1.5
Cc1cnc(N2CCCC2CO)nc1NCCO (centres undefined),0.2,2.8,-0.5,7.1
Cc1ccc(C)c(OCCOc2ccc(/C=C3/C(=N)N4N=C(COc5ccccc5)SC4=NC3=O)cc2)c1,0.2,-0.3,6.5,17.4
Cc1ccccc1Nc1nc(OC(C(F)(F)F)C(F)(F)F)nc(OC(C(F)(F)F)C(F)(F)F)n1,0.1,2.0,3.6,-15.5
Cc1noc(C)c1-c1cccc(C(=O)NCc2cccnc2)n1,-0.1,-0.3,-5.9,3.2
Cc1cc(NC(=S)N(Cc2ccccc2F)C2CCCCC2)ccc1Cl,0.0,-0.2,3.0,-9.9
Cc1cc(C)n(CCN(C)C(=O)CCc2nnc(C3CCCCC3)o2)n1,0.0,0.0,-4.0,7.8
CCOc1cc(Cl)c(S(=O)(=O)NCc2cccnc2)cc1Cl,0.2,0.5,15.7,3.5
CC(=O)c1ccc(NC(=O)CSc2nnc3c(n2)[nH]c2ccccc23)cc1,0.0,-2.5,-5.3,-9.7
COc1ccc(/C=C/C(=O)NC(C)C)cc1Br,0.1,0.6,-1.0,3.0
COc1ccc(Br)cc1/C=N/NC(=O)CNC(=O)c1ccccn1,0.0,1.4,3.1,-2.5
CCOC(=O)c1c(NC(=O)c2cc3nc(-c4ccc(Br)cc4)cc(C(F)(F)F)n3n2)sc(C(C)=O)c1C,-0.1,0.2,-10.2,-1.9

# Limited to FBW7 activator, MITF inh and TEAD-YAP inh (5 entries from above):
mol,FBW7 activator,MITF inh,TEAD-YAP inh
CCOc1cc(-c2ccc(OC)c(OC)c2)cc(=O)c2c(C)oc(C)c12,0.0,-8.7,8.0
COCCN(C(=O)C1CC1)c1nnc(-c2ccccc2C)s1,0.2,11.0,-9.7
C=C(C)C(=O)OCC(=O)NCc1ccccc1,0.1,-12.7,1.3
COc1cccc2c(S(=O)(=O)Nc3ccc(C(=O)O)cc3)ccnc12,-0.1,7.7,-14.6
COc1ccccc1-c1cnn2c(NCc3ccc4c(c3)OCO4)ccnc12,0.7,-6.8,3.9

# New compounds follow
SMILES,FBW7 activator,GPR151 activ,TEAD-YAP inh,MITF inh
N#Cc1ccccc1CSc1nnnn1-c1ccccc1,0.1,-1.5,-12.6,-20.2
Cc1cccc(N(CC(O)CN(C)C)S(=O)(=O)c2ccccc2)c1 (centres undefined),-0.1,1.5,4.5,-2.3
O=S(=O)(Cc1ccc(Cl)cc1)NCc1csc(-c2cccs2)n1,1.3,-0.1,1.7,3.4
Cc1nnc(SCC(=O)Nc2nccs2)[nH]c1=O,1.4,-0.8,7.7,-3.7
Cc1ccc2nc(N3CCN(Cc4nnnn4Cc4ccccc4)CC3)c(C#N)cc2c1,-0.1,1.0,9.0,1.5
CCNc1nc(NCC)n2c(SCC(=O)Nc3ccc(C)c(Cl)c3)nnc2n1,0.1,-1.2,13.7,14.8
Cc1nc2sc(C(=O)NN)c(-n3cccc3)c2c(C)c1Cl,0.8,1.2,3.2,9.3
COc1ccc(N(/C=C2\Sc3ccccc3C2=O)C(=O)c2ccccc2)cc1,-0.1,-9.2,54.3*,-3.8
Cc1ccc(C2CC(c3cccs3)=NN2C(=O)CSc2nnc(CNC(=O)c3cccc([N+](=O)[O-])c3C)n2-c2ccccc2)cc1 (centres undefined),0.1,-2.1,-2.6,19.2
COc1ccccc1N1CCN(C(=O)C2CCCN(S(=O)(=O)c3cnc[nH]3)C2)CC1 (centres undefined),0.8,-1.2,4.9,16.6
Cc1nc2c(C(=O)NCc3ccc4c(c3)OCO4)cnn2c(C)c1Cc1ccccc1Cl,0.0,-0.9,-1.9,6.0
CC(=O)Nc1ccc(-c2nc3cccnc3s2)cc1,-0.1,-3.6,47.0*,12.4
CC(C)CCOc1ccc(-c2nn(-c3ccccc3)cc2/C=c2\sc3ncnn3c2=O)cc1,0.0,-0.2,-5.9,2.6
CC1(C)O[C@H]2OC(C(=O)NCC(=O)Nc3cccc4ccccc34)[C@@H]3OC(C)(C)O[C@@H]3[C@H]2O1 (some centres undefined),0.0,1.7,-3.2,3.4
Cc1c(CNC(=O)c2ccc(-n3cc(NC(=O)c4ccoc4)cn3)cc2)cnn1C,0.0,1.9,9.3,6.5
CC(NC(=O)Cn1ncc2c1-c1ccccc1OC2)c1ccc2c(c1)OCCO2 (centres undefined),-0.2,1.6,13.1,-1.0
CCN1CCN(C(=O)c2sc3ncnc(N4CCN(c5ccccc5F)CC4)c3c2C)CC1,0.2,0.5,18.3,13.5
CCOC(=O)C1=C(N)OC2=C(C(=O)CC(C)(C)C2)C1c1ccc([N+](=O)[O-])cc1 (centres undefined),0.2,0.0,1.5,10.4
CCCCc1ccc(C2=N/C(=C\c3c(OC)ccc4ccccc34)C(=O)O2)cc1,0.0,0.5,1.1,-2.7
Cc1ccc(/[N+]([O-])=C/c2ccc(Br)cc2)cc1,0.0,-0.1,-41.0,5.2
O=C(NCCc1ccccc1)c1cccnc1SCc1cccc(F)c1,-0.1,0.3,-9.1,5.7
Fc1ccc2nc(Nc3nnc(-c4cccs4)o3)sc2c1,0.2,1.8,1.8,11.3
COc1ccc(NC(=S)NCc2ccncc2)c(OC)c1,-0.2,1.9,8.2,-0.3
O=C(NCc1ccco1)C(=S)N1CCCCC1,0.0,-1.8,-5.1,17.9
CCCCN(CC)C(=O)C(C)n1nc(C)n2c(cc3occc32)c1=O (centres undefined),0.6,0.2,1.3,7.7
